High-throughput results (PubChem)
N370S GC mod: inhibitors or activators of N370S glucocerebrosidase for Gaucher disease; P04062; N370S GC spleen homogenate, 4MU-glucoside fluorescence; Potency, µM (series often up to 59.4 µM), for the others: at the top dose activity change, negative = inhibition, usual class: inhibitors; 330,000 compounds, 0.092% hits; AID 2101;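 further: 0% = full enzyme activity and -100% = no enzyme basal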
GCN5L2 inh: inhibitors of human GCN5L2 histone acetyltransferase; Q92830; GCN5L2 HAT assay, ThioGlo1 CoA-SH fluorescence; Potency, µM (titrated, usually from 58.9 µM), for the others: top-dose activity change, negative = inhibition, actives largely listed as inhibitors; 390,000 compounds, 0.21% hits
Target sequence (Q92830 whole entry, looked up): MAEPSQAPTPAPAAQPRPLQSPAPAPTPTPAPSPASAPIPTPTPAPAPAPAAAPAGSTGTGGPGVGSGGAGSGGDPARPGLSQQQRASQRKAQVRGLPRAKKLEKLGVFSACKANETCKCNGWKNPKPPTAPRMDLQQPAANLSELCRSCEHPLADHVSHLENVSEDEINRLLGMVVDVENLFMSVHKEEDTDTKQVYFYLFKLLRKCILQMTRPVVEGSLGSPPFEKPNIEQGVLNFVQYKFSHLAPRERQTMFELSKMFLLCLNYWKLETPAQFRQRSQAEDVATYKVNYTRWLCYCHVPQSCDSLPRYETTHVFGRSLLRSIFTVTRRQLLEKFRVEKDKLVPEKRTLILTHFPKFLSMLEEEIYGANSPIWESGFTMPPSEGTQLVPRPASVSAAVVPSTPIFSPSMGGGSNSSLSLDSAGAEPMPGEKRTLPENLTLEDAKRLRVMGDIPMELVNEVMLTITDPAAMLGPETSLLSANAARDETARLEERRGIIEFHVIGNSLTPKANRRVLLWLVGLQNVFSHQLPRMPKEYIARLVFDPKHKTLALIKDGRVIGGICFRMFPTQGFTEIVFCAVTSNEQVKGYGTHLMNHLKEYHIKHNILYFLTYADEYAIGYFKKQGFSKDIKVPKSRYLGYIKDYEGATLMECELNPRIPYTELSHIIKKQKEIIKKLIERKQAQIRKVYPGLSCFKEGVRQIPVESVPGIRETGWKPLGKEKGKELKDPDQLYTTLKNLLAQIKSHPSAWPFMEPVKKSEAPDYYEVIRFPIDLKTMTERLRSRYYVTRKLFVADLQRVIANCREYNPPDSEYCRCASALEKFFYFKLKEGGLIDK
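GCN5L2 (20nM final) in 50mM HEPES, 0.1mM EDTA pH 7.5, 0.01% Tween-20 was preincubated 15 min at room temperature with compound, then given ThioGlo1 (50uM), H3(1-25) peptide (75uM) and acetyl-CoA (70uM); CoA-thiol fluorescence (Ex340/Em540) was read at 0 and 20 min.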
FEN1 inh: blocks human flap endonuclease 1; P39748; Potency, µM (titrated, usually from 114 µM), inactives show top-dose activity change, negative = inhibition, hits mostly inhibitors; Recombinant FEN1 flap cleavage, fluorescence, 15 min; 390,000 compounds, 0.35% hits; AID 588795; further: nearly all actives have a fitted effect of over 65% in size
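Recombinant FEN1 (10 nM) was preincubated with pin-transferred compounds for 15 min at room temperature, then flap DNA substrate (50 nM final) was added. Plates were read at 0 and 15 min, and normalized concentration–response data were fitted to a four-parameter Hill equation.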
The depositor's hits bear a star; ? = inconclusive; . = no result given; & = joins results of further samples; [ ] = dose if it differs, or a comment. The call rests on the fitted dose curve; in most records, active means well fitted curve in the direction sought with a large enough effect; inconclusive means small, poorly fitted or top-dose-only effect, or another doubt; inactive means no such curve, though single readings can be large; an effect the other way counts as inactive or inconclusive. Unless noted, on the % scale 0 is the no-effect control and ±100 the full control effect; potency means the concentration at half of the fitted maximal effect.

A first look, three compounds:
SMILES	N370S GC mod	GCN5L2 inh	FEN1 inh
CC1(C)Cc2cccc(C(=O)Nc3ccc(Cl)cc3)c2O1	1%	-7%	6%
CN(C)C(=O)CCc1ccc2c3c([nH]c2c1)[C@]1(CCC2CCCC2)[C@@H](C(=O)N2CCOCC2)C[C@H](CC(=O)NCCC2=CCCCC2)C(=O)N1CC3	.	-6%	-26%
CCn1nc(C(=O)Nc2cc(Cl)ccc2-n2cncn2)c2ccccc2c1=O	-16%	-3%	3%

This part in full, repeating the preview:
SMILES	N370S GC mod	GCN5L2 inh	FEN1 inh
CC1(C)Cc2cccc(C(=O)Nc3ccc(Cl)cc3)c2O1	1%	-7%	6%
CN(C)C(=O)CCc1ccc2c3c([nH]c2c1)[C@]1(CCC2CCCC2)[C@@H](C(=O)N2CCOCC2)C[C@H](CC(=O)NCCC2=CCCCC2)C(=O)N1CC3	.	-6%	-26%
CCn1nc(C(=O)Nc2cc(Cl)ccc2-n2cncn2)c2ccccc2c1=O	-16%	-3%	3%
C=CCNC(=O)c1cccc2c1C(=O)c1ccc(N3CCOCC3)cc1S2(=O)=O	.	-6%	-8%
Cc1ccc(S(=O)(=O)c2[nH]c(-c3ccccc3)nc2SC(C)C(=O)O)cc1 (centres undefined)	.	-2%	-1%
O=C(CNC(=O)c1ccccc1F)OCC(=O)c1ccc(Cl)s1	1%	-9%	-1%
CCOc1ccc(NC(=O)COC(=O)c2ccc3c(c2)OCCO3)cc1	.	1%	-5%
CC(C)=C[C@@H]1C[C@H](C)[C@H]2CC[C@H](C)c3c(O)c(O)c(C)c1c32	.	-4%	?
COc1ccc(Nc2nnc(SCC(=O)c3cc4ccccc4o3)s2)cc1	-15%	2%	-1%
CC(C)c1ccc(NC(=O)CCNC(=O)N2CC(=O)Nc3ccccc32)cc1	0%	-2%	5%
C/C(CC(=O)Nc1cccc(Cl)c1Cl)=N\NC(=O)c1ccccc1Br	-14%	?	-7%
O=[N+]([O-])c1c(NCCCO)cc(N2CCN(Cc3ccc4c(c3)OCO4)CC2)c2nonc12	-7%	2%	-24%
CC(C)NC(=O)c1ccc(C(C)C)cc1	-7%	-3%	1%
CC(=O)NC(=O)c1ccc(-c2ccc(Cl)cc2)o1	10%	-8%	-8%
C/C(=N\Nc1nc(C(=O)O)cs1)c1ccccc1	0%	-5%	-3%

Part of the list above in order of molar mass, falling.
SMILES	N370S GC mod	GCN5L2 inh	FEN1 inh
C=CCNC(=O)c1cccc2c1C(=O)c1ccc(N3CCOCC3)cc1S2(=O)=O	.	-6%	-8%
COc1ccc(Nc2nnc(SCC(=O)c3cc4ccccc4o3)s2)cc1	-15%	2%	-1%
O=C(CNC(=O)c1ccccc1F)OCC(=O)c1ccc(Cl)s1	1%	-9%	-1%

Carrying on:
SMILES	N370S GC mod	GCN5L2 inh	FEN1 inh
Cc1ccc(-n2nc3cc(Cl)c(NC(=O)c4ccco4)cc3n2)cc1	.	-10%	-5%
Oc1cc(Cc2ccccc2)cnc1CN1CCOCC1	13%	0%	-2%
Cc1ccc(OCCCC(=O)ON=C(N)c2ccccc2C)cc1	.	-14%	18%
COC(=O)c1[nH]c2cccc(OC)c2c1NC(=O)CN1CCN(c2cccc(OC)c2)C(C)C1 (centres undefined)	-4%	-8%	-1%
Cc1ccc2nc3sc(C(=O)NCCCN(C)c4ccccc4)cc3cc2c1	.	-6%	1%
COc1ccc(-c2csc(N(CC(C)C)C(=O)c3ccco3)n2)cc1	-12%	-6%	-22%
COc1cccc(/C(=N/O)C2CC2c2ccc(Cl)cc2)c1 (centres undefined)	-9%	-10%	-17%
NC(Cc1cccc2nsnc12)C(=O)O (centres undefined)	-7%[2.35 µM]	0%	0%
COCCCNc1nc2c(c(=O)[nH]c(=O)n2C)n1CCCc1ccccc1	6%	-1%	-11%
CCN(Cc1ccccc1)c1nc2c(S(=O)(=O)c3ccccc3)nnn2c2ccc(Cl)cc12	.	-11%	1%
Cc1ccc(C(=O)O/N=C(\N)c2ccccn2)cc1Cl	-9%	-2%	-6%
Cc1cccc(N2CCN(C(=O)c3ccc(-n4cncn4)c([N+](=O)[O-])c3)CC2)c1C	-4%	-4%	-14%
Clc1ncn(C23CC4CC(CC(C4)C2)C3)n1	?	-4%	-2%
COc1cccc(-c2cc(=O)c3cc(NC(=O)c4cccnc4)ccc3[nH]2)c1	-15%[89.1 µM]	15%[88.6 µM]	.
CCOC(=O)N1CCN(S(=O)(=O)c2ccc(C(=O)N(CCN(CC)CC)c3nc4c(C)cccc4s3)cc2)CC1	-12%	-7%	15%
COC(=O)c1cc(NS(=O)(=O)c2ccc(N3CCOCC3)c(N)c2)cc(C(=O)OC)c1	1%	-4%	-5%
COC(=O)c1cn(C(=O)c2cc(Cl)ccc2Cl)c2ccccc12	1%	-22%	-8%
CN(C)c1ccc(N2C(=NC(=O)CCC3CCCC3)SC3CS(=O)(=O)CC32)cc1 (centres undefined)	-2%	-3%	0%
Cn1c2c(c(=O)n(C)c1=O)C(c1ccc(Cl)cc1)C(C#N)=C(N)O2 (centres undefined)	2%	0%	6%
C=CCNc1nc(C(=O)OCC(=O)NCc2cccc(Cl)c2)cs1	.	-1%	-1%
O=C(Cc1c[nH]c2ccccc12)Nc1nc2ccccc2[nH]1	2%	-2%	-18%
CC(=O)c1cccc(NC(=O)/C(=C/c2ccncc2)NC(=O)c2ccccc2)c1	0%	-4%	-19%
CCC(NC(=O)NNC(N)=S)(C(F)(F)F)C(F)(F)F	4%	-4%	8%
COc1ccc(NC(=S)N/N=C/c2ccc(F)cc2)cc1OC	-8%	-4%	-10%
COc1ccc(-c2cn3cccnc3n2)cc1NC(=O)CC(C)C	7%	-23%	-13%
C/C(=N\NC(=O)c1cc2ccccc2cc1O)c1cccs1	2%	-6%	?
CC(C)CN(C(=O)CN(C)CC(=O)Nc1ccccc1C#N)c1c(N)n(CC(C)C)c(=O)[nH]c1=O	.	1%	11%
O=C(COc1ccc(S(=O)(=O)NC2CCCC2)cc1)N1CCCCC1	-1%	-10%	-5%
CCOC(=O)N1CCN(c2ccccc2O)CC1	-1%	1%	2%
Cc1ccc(CN(C(=O)c2ccc(F)cc2)c2ccccn2)o1	.	-8%	4%
COc1ccccc1C(O)P(=O)(OC(C)C)c1ccc(N(C)C)cc1 (centres undefined)	7%	-1%	2%
COc1ccc(C2=COc3ccccc3C(=O)N2)cc1	-19%	-15%	1%
COC(=O)CC1NCCc2cc(OC)c(OC)cc21 (centres undefined)	4%	1%	1%
COc1cccc(C(=O)N/N=c2\oc3c(OC)cccc3cc2C(=O)NCc2ccccc2)c1	-6%	22%	12%
Cc1cc(C)cc(NC(=O)Cn2c(SCc3cc(C)ccc3C)nc3ccncc32)c1	-22%	-2%	.
CCCCNC(=O)/C(C#N)=C/c1cccnc1	-3%	-10%	4%
CC(=O)NCCNc1cc(-c2ccccc2C)ncn1	5%	-1%	.
CSc1nccc(-c2c(-c3ccc(Cl)cc3)noc2C)n1	7%	0%	-18%
Cc1cc(C)c2c(=O)c(/C=C3\NC(=S)NC3=O)coc2c1	3%	3%	.
Cc1cn2c(=O)cc(COc3ccccc3NC(=O)c3ccc(C(C)(C)C)cc3)nc2s1	.	0%	-5%
CN(C(=O)COC(=O)c1ccc(CN2CCCC2=O)cc1)c1ccccc1	.	2%	5%
CC(=O)N1CCCc2cc(S(=O)(=O)N3CCC(C(=O)Nc4ccc(C)cc4Cl)CC3)ccc21	.	-9%	15%
O=C(N/N=C/c1cccc(Oc2ccccc2)c1)c1cc[n+]([O-])cc1	17%	1%	7%
CC(=O)Nc1ccc(NC(=O)CN(c2cccc(C(C)=O)c2)S(C)(=O)=O)cc1	2%	1%	-2%
CC(=O)N1CCN(c2ccc(NC(=O)c3cccc(C)c3)cc2)CC1	6%	-20%	-3%

Reprinted at random: 4 compounds from above
SMILES	N370S GC mod	GCN5L2 inh	FEN1 inh
Cc1cn2c(=O)cc(COc3ccccc3NC(=O)c3ccc(C(C)(C)C)cc3)nc2s1	.	0%	-5%
CN(C(=O)COC(=O)c1ccc(CN2CCCC2=O)cc1)c1ccccc1	.	2%	5%
Cc1cc(C)c2c(=O)c(/C=C3\NC(=S)NC3=O)coc2c1	3%	3%	.
COc1ccc(C2=COc3ccccc3C(=O)N2)cc1	-19%	-15%	1%

Going on with the list:
SMILES	N370S GC mod	GCN5L2 inh	FEN1 inh
CCc1nnc(-n2nc(C)cc2-c2ccccc2)n1N	4%	1%	-6%
CSCCC(NC(=O)c1cccc([N+](=O)[O-])c1)C(=O)OCC(=O)N1CCCC1=O (centres undefined)	2%	1%	-1%
COc1cc(NC(=S)NC2CC(C)(C)NC(C)(C)C2)c(OC)cc1Cl	-4%	4%	-12%
CC1(C)CC(=O)C(C(C2=C(O)CC(C)(C)CC2=O)c2cccs2)C(=O)C1 (centres undefined)	5%	1%	0%
COc1cccc(-c2ccc3ncnc(Nc4ccccc4)c3c2)c1	-9%	-16%	.
FCCCOc1ccc(/C=N/OCc2ccc(Cl)cc2)cc1	-2%	-2%	4%
Cc1cc(Cl)ccc1OC(C)C(=O)OCC(=O)Nc1ccc2[nH]c(=O)[nH]c2c1 (centres undefined)	.	-6%	-13%
CC1CCN(S(=O)(=O)c2nnc(NC(=O)c3cccc(Cl)c3)s2)CC1	-2%	?	12%&22%
O=C(NC(=S)Nc1ccc(N2CCOCC2)c(Cl)c1)c1cncc(Br)c1	14%	2%	-15%
COc1ccc(Cc2nc3ccc(C(=O)NCCCN4CCN(C)CC4)cc3o2)cc1	.	3%	14%
CN(C)C(CNC(=O)c1cccc(S(=O)(=O)NCc2ccccc2)c1)c1ccco1 (centres undefined)	9%	-5%	7%
COC(=O)CC1SCCNC1=O (centres undefined)	1%	2%	-3%
CCS(=O)(=O)N1CCN(C(=O)c2cccnc2)CC1	-1%	2%	-4%
Cc1cc2c(C)nc(N/N=C/c3ccc([N+](=O)[O-])cc3)nc2o1	-2%	15%	-11%
CC(=O)C1C(c2ccccc2OC(F)F)NC(=O)NC1(O)C(F)(F)F (centres undefined)	4%	2%	-1%
CCN(CC(=O)Nc1ccc(NC(C)=O)cc1)C(=O)CN1C(=O)C2CCCCC2C1=O (centres undefined)	.	-3%	19%
COC(=O)c1ccccc1NC(=O)Cc1ccccc1OC	9%	-4%	-12%
O=C(NCCc1ccccc1)c1ccc(CS(=O)(=O)c2ccc(Cl)cc2)o1	7%	-6%&1%	-18%&9%
CC(=O)Nc1sc2c(c1C(c1ccccn1)N1CCN(C)CC1)CCCC2 (centres undefined)	-6%	1%	-9%
COc1nccnc1NS(=O)(=O)c1ccc(NC(=S)NC(=O)c2ccccc2)cc1	2%	0%	3%
Cc1ccc(-c2cc(-c3ccc(F)cc3)c(C#N)c(N)n2)o1	11%	-15%	-9%
CCC(CC)CN1C(N(C)C)=NC[C@@H]1CC(C)C	-20%	2%	3%
Cc1ccc(Cl)cc1N1CCN(C(=O)c2ccc(C)c(-n3c(C)nc4cccnc43)c2)CC1	.	-6%	-1%
C(=N\n1cnnc1)/c1ccc(OC2CSC2)cc1	7%[2.35 µM]	-1%	28%
Cc1nn(CC(=O)Nc2nccs2)c(C)c1[N+](=O)[O-]	17%	-5%	-16%
CCOC(=O)Cc1ccc(NC(=O)c2ccc([N+](=O)[O-])cc2)cc1	-13%	0%	-13%
Cc1ccc(N2C(=O)C3C4C=CC(CC4)C3C2=O)cc1Cl (centres undefined)	7%	0%	-1%
COC(=O)N/N=C/c1c[nH]c2ccccc12	3%	-1%	-8%
c1ccc2c(CNCCN3CCOCC3)cccc2c1	-7%	-6%	2%
COCCCNC(=O)CC1C[C@H](C(=O)N(C(C)C)C(C)C)[C@@]2(C)c3[nH]c4ccc(OC)cc4c3CCN2C1=O (some centres undefined)	.	0%	-1%
Cc1nnc(SCc2cc(=O)[nH]c(Nc3nc(C)c4cc(C)c(C)cc4n3)n2)s1	-5%	-5%	9%
CN(C)/N=C/c1ccc(/C=N/NC(N)=S)o1	-14%	1%	15%
Cc1ccc2c(c1)N(CC(=O)NCC1CCCO1)C(=O)CO2 (centres undefined)	-3%	1%	11%
CCc1cc2cc(C)cc(C)c2nc1SCC(=O)NNC(=O)c1ccco1	1%	2%	16%
C/C(=N\OCc1ccc(C#N)cc1)c1ccc(S(=O)(=O)N(C)C)cc1	4%	-6%	?
Cc1ccc(Cn2c(CNS(=O)(=O)c3cccc([N+](=O)[O-])c3)nc3cccnc32)cc1	.	1%	-7%
CCN(Cc1ccncc1)C(=S)Nc1ccc(Cl)cc1	3%	-4%	2%
Nc1cc(N)nc(SCC(=O)NCC2CCCO2)n1 (centres undefined)	0%	-7%	6%
Nc1cc(C(=O)O)ccc1N1CCCCC1	0%	-6%	-10%
N=c1c(-c2nc3ccccc3[nH]2)cc(C(=O)c2ccco2)nn1-c1ccccc1	-3%	0%	18%
CC(C)N1CCN(Cc2cccn2-c2cccnc2)CC1CCO (centres undefined)	?	-9%	12%
CC1=CCC2C(=O)N(c3nc4ccccc4n3C)C(=O)C2C1 (centres undefined)	9%	.	2%
CSc1ncccc1C(=O)OCC(=O)NC1CCS(=O)(=O)C1 (centres undefined)	2%	-3%	-6%
